# Screening results from PubChem BioAssay.
# ST2 inh: blocks human ST2 binding to IL-33 | AlphaLISA ST2-Fc/biotin-IL-33 interaction, 1 h | Q01638 | 78,000 tested, 2.3% active | inhibition, % for hits at 17 µM; in the data active = inhibition above about 30%; inconclusive = mostly about 10% to 28%
# Target sequence (Q01638 whole entry, looked up): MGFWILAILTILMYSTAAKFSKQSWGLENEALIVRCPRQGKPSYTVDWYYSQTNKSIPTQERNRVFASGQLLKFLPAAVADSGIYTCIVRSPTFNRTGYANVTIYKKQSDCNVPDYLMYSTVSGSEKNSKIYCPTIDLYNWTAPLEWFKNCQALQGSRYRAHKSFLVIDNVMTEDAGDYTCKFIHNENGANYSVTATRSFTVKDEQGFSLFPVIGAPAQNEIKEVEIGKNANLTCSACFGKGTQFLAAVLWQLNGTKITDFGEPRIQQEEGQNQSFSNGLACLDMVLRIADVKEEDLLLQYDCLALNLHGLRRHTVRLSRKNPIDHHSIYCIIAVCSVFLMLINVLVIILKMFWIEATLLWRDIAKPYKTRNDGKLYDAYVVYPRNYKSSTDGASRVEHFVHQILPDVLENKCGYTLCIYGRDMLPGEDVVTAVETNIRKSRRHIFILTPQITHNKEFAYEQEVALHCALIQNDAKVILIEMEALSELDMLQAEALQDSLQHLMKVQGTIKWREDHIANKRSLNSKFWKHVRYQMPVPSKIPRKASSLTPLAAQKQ
# Starred values were filed as active, the others as inactive; i = inactive; ? = inconclusive. Some of the compounds tested; count on the stated rates, not on these rows.
SMILES,ST2 inh
COc1cccc(OC)c1C(=O)Nc1sc2c(c1C(N)=O)CCC(C(C)(C)C)C2 (stereo unspecified),i
Cc1cc(Br)ccc1NC(=O)c1ccc(Cl)cc1,i
CCCCNC(=O)CSc1nc2nc(C)c(Cc3ccc(C)cc3)c(C)n2n1,i
Cc1cc(N2CCOCC2)nc(N2CCN(S(=O)(=O)c3cccc(F)c3)CC2)n1,i
Cc1noc(C)c1C1CCCN1C(=O)CCNC(=O)c1ccc(F)cc1 (stereo unspecified),i
Cc1ccc(CN2CCCN(CC(=O)NCCCc3ccccc3)S2(=O)=O)cc1,?
CC(C)(C)C1CCc2onc(C(=O)Nc3cccnc3)c2C1 (stereo unspecified),i
COc1ccc(-n2nc3c(c2NC(=O)c2cccs2)CSC3)cc1,i
CCn1cc(C(=O)NCc2ccc3c(c2)OCO3)c2c3ccccc3n(C)c2c1=O,i
CCc1nc2cccnc2n1CCN1CCNCC1,i
CCCCOc1ccc(C(=O)Nc2cccc(N3CCCS3(=O)=O)c2)cc1,?
Cc1cc(NCCCn2cncn2)nc(-c2cccnc2)n1,?
Oc1ccc(Br)cc1-c1nc(Cl)c2ccccc2n1,i
CCC1Oc2ccc(C)cc2N(CC(=O)NCc2ccccn2)C1=O (stereo unspecified),i
CSC1=NCCN1C(=O)c1cccc(Br)c1,i
O=C(NC(Cc1ccccc1)C(=O)O)/C(=C/c1ccc2c(c1)OCO2)NC(=O)c1ccco1 (stereo unspecified),i
O=c1c2ccccc2nc(-c2ccccc2F)n1Cc1cccc([N+](=O)[O-])c1,i
CC(C)OCCCNC(=O)c1cc(-c2cccs2)nc2ccccc12,i
COCC(C)NC(=O)c1cc(-c2ccc(Cl)c(Cl)c2)on1 (stereo unspecified),i
CCCc1nnc2sc(-c3c(C)nc4ccccn34)nn12,i
O=C(NC(c1ccco1)C(F)(F)F)c1nc(N2CCCC2)nc2c1CCCC2 (stereo unspecified),i
CC(=O)c1cccc(CN2CCCC(CNC(=O)c3cccs3)C2)c1 (stereo unspecified),i
Cc1cccnc1CN(C)Cc1nccn1C,i
CCCNc1ncc(-c2nccn2CC2CCOCC2)cn1,?
CC1(C)CC(=O)C2=C(C1)Nc1ccccc1NC2c1ccco1 (stereo unspecified),i
# (list continues)
SMILES,ST2 inh
O=S(=O)(c1ccc(I)cc1)N1CCSC1c1cccc(Cl)c1 (stereo unspecified),i
CCCc1nc2nc[nH]n2c(=O)c1NC(=O)Nc1ccccc1Br,i
Cc1ccc(S(=O)(=O)NCc2ccccc2)cc1C,i
Cc1nc(C(F)(F)F)nc(-c2ccc(C(C)N3CCOCC3)cc2)c1C (stereo unspecified),i
O=S(=O)(NC1CCCC1)c1cccc2cccnc12,?
CCc1ccc(Nc2nnc(C)c(=O)[nH]2)cc1,i
O=C1c2ccccc2C(=O)c2c1cccc2S(=O)(=O)Nc1ccc(Cl)cc1,52.0%*
OC(C#Cc1ccccc1)c1ccco1 (stereo unspecified),?
COc1ccc(NC(=O)N2C[C@@H]3C[C@H](C2)c2ccc(NC(=O)c4ccc(C#N)cc4)c(=O)n2C3)cc1,i
CN1CC2(CCN(C(=O)c3cccc4cc[nH]c34)C2)OC1=O (stereo unspecified),?
O=C(Nc1ncc(S(=O)(=O)c2ccc([N+](=O)[O-])cc2)s1)c1cccnc1,i
CC1=C(C(=O)O)N2C(=O)[C@@H](NC(=O)C(N)c3ccccc3)[C@H]2SC1 (stereo partly specified),i
CCSc1ncc(-c2c(-c3ccccc3)ncn2Cc2cccnc2)cn1,?
CCCCn1c(CCCNC(=O)CC)nc2ccccc21,i
CCN(CC)C(=O)Cn1cnc2sc(C(=O)N3CCN(c4ccccc4)CC3)c(C)c2c1=O,i
O=C(NCCCN1CCc2ccccc2C1)c1ccc2c(c1)ncn2C1CCCC1,i
CCN(C(=O)CN1C(=O)C2(OCCCO2)c2ccccc21)c1cccc(C)c1,i
O=c1c2ccccc2nc(CSc2nnnn2-c2ccccc2)n1-c1ccccc1,?
N#Cc1c(N)nc2c(c1-c1ccccc1)CCCCC2,i
O=c1c2ccccc2nc(SCc2nnc(-c3ccccc3)o2)n1-c1ccccc1,i
Cn1c(NCc2ccccc2)nc2c1c(=O)[nH]c(=O)n2C,i
COc1coc(CN2CCC(=O)N(CC3CC3)C(C(C)C)C2)cc1=O (stereo unspecified),i
CC(=O)Nc1cc2nn(-c3ccc(Cl)cc3)nc2cc1C,i
COCCN(Cc1nccs1)C(=O)c1cc(C)nc2ccc(C)cc12,?
c1cncc(CN2CCC(NCc3cccc(-n4cccn4)c3)CC2)c1,i

# Shown field by field: four of the compounds above
> CN1CC2(CCN(C(=O)c3cccc4cc[nH]c34)C2)OC1=O (stereo unspecified)
  ST2 inh: ?
> O=C(Nc1ncc(S(=O)(=O)c2ccc([N+](=O)[O-])cc2)s1)c1cccnc1
  ST2 inh: i
> CC1=C(C(=O)O)N2C(=O)[C@@H](NC(=O)C(N)c3ccccc3)[C@H]2SC1 (stereo partly specified)
  ST2 inh: i
> CCSc1ncc(-c2c(-c3ccccc3)ncn2Cc2cccnc2)cn1
  ST2 inh: ?

# Not a retest: an excerpt of the list.
SMILES,ST2 inh
O=S(=O)(c1ccc(I)cc1)N1CCSC1c1cccc(Cl)c1 (stereo unspecified),i
CCCc1nc2nc[nH]n2c(=O)c1NC(=O)Nc1ccccc1Br,i
Cc1ccc(S(=O)(=O)NCc2ccccc2)cc1C,i
Cc1nc(C(F)(F)F)nc(-c2ccc(C(C)N3CCOCC3)cc2)c1C (stereo unspecified),i
O=S(=O)(NC1CCCC1)c1cccc2cccnc12,?

# (next part)
SMILES,ST2 inh
COc1cc2c(cc1OC)C(C(=O)Nc1ccc(F)cc1)C(c1cccs1)N(C)C2=O (stereo unspecified),?
NC(=O)CSc1nnc2c(n1)[nH]c1ccccc12,i
Oc1cc2c(c(Cl)c1O)CCNCC2c1ccccc1 (stereo unspecified),?
CSc1ccc(C2Nc3ccccc3NC3=C2C(=O)CCC3)cc1 (stereo unspecified),i
CC(C)Cc1nc(CC2C=CS(=O)(=O)C2)n(-c2ccc3c(c2)OCO3)n1 (stereo unspecified),?
O=C1OC(Nc2cc(C(F)(F)F)ccc2Cl)c2ccccc21 (stereo unspecified),i
COc1cc(S(=O)(=O)NCCCN2CCOCC2)ccc1Cl,i
O=C(NC1CCCc2c1cnn2-c1ccc(F)cc1F)c1ccsc1 (stereo unspecified),?
Cc1nc(CC(=O)N(Cc2cccnc2)Cc2cccnc2)cs1,i
CC[C@H]1CN(C(C)=O)CC[C@H]1CC(=O)NCc1ccccc1OC,?
O=C(Nc1nnc(N=Cc2ccco2)s1)c1ccc(F)cc1,i
Cc1ccc(C(=O)Nc2c(C)n(C)n(-c3ccccc3)c2=O)cc1C,i
COc1ccc(OC)c2c1CC(C)(C)n1c(-c3ccc(Cl)cc3)nnc1-2,i
CCOC(=O)N1CCN(Cc2cccc(OC)c2OC)CC1,i
Cn1cncc1-c1nnc([C@H]2CCN(Cc3ccccc3)C2)o1,i
CC1=C(C(=O)Nc2ccccn2)C(c2cccc(Br)c2)C2=C(CC(C)(C)CC2=O)N1 (stereo unspecified),i
Cc1c(C(=O)N2CCN(Cc3ccc4c(c3)OCO4)CC2)cnn1-c1nccc(-c2cccs2)n1,?
CCc1ccc(Cn2c(CNS(C)(=O)=O)nc3cccnc32)cc1,i
CCc1ccc(OCC(=O)Nc2ccc(OC)cc2)cc1,i
CCOc1ccc(N=C2SC(C(=O)Nc3ccccc3F)CC(=O)N2C)cc1 (stereo unspecified),i
O=C(Nc1cc(Cl)cc(Cl)c1)C1CCCC1,i
COCCCNc1nc2nonc2nc1N1CCCN(C2Cc3ccccc3C2)CC1,i
Cc1nn(C(C)C)c(C)c1CN(C)C(=O)c1ccc(CSc2ncccn2)o1,i
Cc1ccc(C(=O)CCC(=O)Nc2cccc(Cl)c2Cl)cc1,i
CC(C)NC(=O)C(=O)Nc1ccc(C(C)C)cc1,i
# Continued.
SMILES,ST2 inh
O=C(CCN1CCCO1)N1CCC(c2n[nH]c(=O)n2-c2ccccc2)CC1,i
CN1C[C@@H](NS(=O)(=O)Cc2ccccc2)C[C@H]1c1nc(-c2ccc(OC(F)(F)F)cc2)no1,i
NC(=O)c1nn(-c2ccccc2)nc1NC(=O)Cn1nnc(-c2ccc3c(c2)OCO3)n1,?
CCOc1cc(CN2CCN(c3ccccc3OC)CC2)ccc1OC,i
COC(=O)[C@H]1C[C@@H](O)CCN1C(=O)c1cc(-c2ccccc2)on1,i
CC(=O)N1c2c(cc(Br)cc2S(=O)(=O)NC2CCCc3ccccc32)CC1C (stereo unspecified),i
O=c1cc(Cc2nnc(SCc3cccc(F)c3)n2-c2ccccc2)[nH]c(=O)[nH]1,?
CCOc1ccc(S(=O)(=O)Nc2ccc(F)cc2)c2cccnc12,i
O=C1C(=O)N(Cc2ccc(F)cc2)c2ccccc21,i
COc1ccc(-n2c(CN)n[nH]c2=O)cc1Cl,i
COc1cccc(C2C(C(=O)Nc3ccccc3)=C(C)Nc3nc(-c4ccccc4)nn32)c1OC (stereo unspecified),i
COc1cc(OC)cc(C(=O)Nc2ccc(C(=O)NCC3CCCO3)cc2)c1 (stereo unspecified),i
Cc1cc(C)cc(N2CCn3c2nc2c3c(=O)n(C)c(=O)n2C)c1,i
Cc1sc2ncnc(N(C)C3CCCCC3)c2c1S(=O)(=O)N1CCC(C)CC1,i
CCOc1cccc2cc(C(N)=O)c(=Nc3ccc(C)cc3)oc12,i
CNc1oc(-c2ccc(F)cc2)nc1S(=O)(=O)c1ccccc1,i
Cc1cccc(CSC2=NCCN2C(=O)c2cccc(F)c2)c1,i
COCCN1CCCC(O)(CN2CCN(c3nc4ccccc4o3)CC2)C1=O (stereo unspecified),i
O=C(CSc1nnc2sc3ccccc3n12)c1ccc2c(c1)OCO2,i
Cc1nc2sccn2c1C(=O)N(Cc1ccccn1)CC1CCCO1 (stereo unspecified),i
CCn1nc(C)cc1C(=O)N1CCCC(CNC(=O)c2cccc3ccccc23)C1 (stereo unspecified),?
O=C(NCCCN1CCOCC1)c1cc(=O)n(Cc2ccc(Cl)cc2)c2ccccc12,i
COC(=O)Nc1ccc(S(=O)(=O)N2CCCCC2)cc1,?
O=[N+]([O-])c1ccc(-n2nncc2-c2ccccc2)cc1,?
CCCN(CCC)c1ncnc2ccc(Br)cc12,i
# Going on with the list.
SMILES,ST2 inh
CCN=C1SC(C(=O)Nc2cc(Cl)cc(Cl)c2)CC(=O)N1CC (stereo unspecified),i
CN(Cc1cc2n(n1)CCCNC2)Cc1cc(-c2ccncc2)no1,?
COc1ccc(N=c2sc(C3=c4ccccc4=NC3=O)c(O)n2-c2ccc(OC)cc2)cc1,?
Fc1ccc(OCCCN2CCN(Cc3cc4n(n3)CCNC4)CC2)cc1,i
Cc1nc(NCCN2CCCCC2CO)cc(C(C)C)n1 (stereo unspecified),i
CN1CCc2[nH]c3ccc(C(=O)O)cc3c2C1,i
CC(=O)Nc1ccc(S(=O)(=O)N2C[C@@H]3C[C@H](C2)c2c(-c4ccc(Cl)cc4)ccc(=O)n2C3)cc1,?
Cc1cccc(C(=O)N2CCCCCC2)c1,i
c1ccc(N2CCN(Cc3ccc4c(c3)OCO4)CC2)nc1,i
COc1ccccc1C1CC(=O)N2CN(c3ccc(F)cc3)CSC2=C1C#N (stereo unspecified),i
CCN1CCN(C(=O)c2ccc(N3CCC(N4CCCC(OCc5ccccc5)C4)CC3)cc2)CC1 (stereo unspecified),i
COc1ccc(NC(=O)c2noc3c2CCCC3)cc1,?
Cc1cc2c(cc1S(=O)(=O)N1CCCC1C(=O)N1CCc3ccccc31)OCC(=O)N2 (stereo unspecified),i
CCC(c1cccnc1)N(C)CCn1c(=O)oc2ccccc21 (stereo unspecified),i
COc1ccc(NC(=O)c2c(Cl)nc(C)c(Cl)c2C)cc1,?
O=C(NCCc1cccnc1)C1CCCN(C2CCN(Cc3ccccc3)CC2)C1 (stereo unspecified),i
NC1=NC2(CCCCC2)N(c2ccc(O)cc2)C(N)=N1,i
COc1cc([N+](=O)[O-])ccc1NC(=O)c1ccccc1Cl,i
CCOCC(=O)N1CCc2c(nc(N(C)C)nc2N(C)C)C1,?
O=C1CC(c2ccc(O)cc2)Oc2cc(O)cc(O)c21 (stereo unspecified),i
CCc1nnc(NS(=O)(=O)c2ccc(N=Cc3ccc(N(CC)CC)cc3O)cc2)s1,i
CCCc1cc(C(=O)N2CCC3(CC2)C(=O)Nc2ccccc23)no1,i
Cc1cccc(-n2ncc3c(N4CCN(C)CC4)ncnc32)c1,?
COc1cc(CN2CCNC(=O)C2CC(=O)NCc2csc(C(C)C)n2)cc(OC)c1 (stereo unspecified),i
COc1ccc(C=NS(=O)(=O)c2ccccc2)c(OC)c1,i

# 4 entries drawn at random from those above:
SMILES,ST2 inh
CCOCC(=O)N1CCc2c(nc(N(C)C)nc2N(C)C)C1,?
NC1=NC2(CCCCC2)N(c2ccc(O)cc2)C(N)=N1,i
CCc1nnc(NS(=O)(=O)c2ccc(N=Cc3ccc(N(CC)CC)cc3O)cc2)s1,i
CN1CCc2[nH]c3ccc(C(=O)O)cc3c2C1,i

# (continued)
SMILES,ST2 inh
NCC1CCN(Cc2ccnc3ccccc23)C1 (stereo unspecified),?
CCc1ccc(S(=O)(=O)N2CCSC2c2ccc([N+](=O)[O-])cc2)cc1 (stereo unspecified),?
CCC(=O)N1CCc2cc(Br)cc(S(=O)(=O)CCC(=O)N3CCCC(C)C3)c21 (stereo unspecified),i
CCOC(=O)C1C(=O)C=C(c2ccco2)CC1c1ccc(OC)c(OC)c1 (stereo unspecified),i
COc1ccc(N(C(=O)c2cc(C)cc(C)c2)C2C=CS(=O)(=O)C2)c(OC)c1 (stereo unspecified),i
Cn1c(=O)cc(SCC(=O)Nc2ccc(F)cc2)c2ccc(Cl)cc21,i
Cc1ccccc1-n1nc2c(c1NC(=O)c1ccc(C(C)(C)C)cc1)CS(=O)C2 (stereo unspecified),i

# An excerpt from above in order of formula weight, ascending:
SMILES,ST2 inh
NCC1CCN(Cc2ccnc3ccccc23)C1 (stereo unspecified),?
CCOC(=O)C1C(=O)C=C(c2ccco2)CC1c1ccc(OC)c(OC)c1 (stereo unspecified),i
COc1ccc(N(C(=O)c2cc(C)cc(C)c2)C2C=CS(=O)(=O)C2)c(OC)c1 (stereo unspecified),i
Cc1ccccc1-n1nc2c(c1NC(=O)c1ccc(C(C)(C)C)cc1)CS(=O)C2 (stereo unspecified),i
